MC4R ag barr = human MC4R agonism via beta-arrestin | P32245 | U2OS MC4R beta-arrestin complementation, luminescence; percent of melanotan II response, DMSO zero | activation, % at 8.9 µM | 0.98% of 360,000 active | AID 540308;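 active = activation above a per-plate cutoff, the mean activation of sample wells on that plate plus 3 SD, cut at about 8% in these data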
Target sequence (P32245 whole entry, looked up): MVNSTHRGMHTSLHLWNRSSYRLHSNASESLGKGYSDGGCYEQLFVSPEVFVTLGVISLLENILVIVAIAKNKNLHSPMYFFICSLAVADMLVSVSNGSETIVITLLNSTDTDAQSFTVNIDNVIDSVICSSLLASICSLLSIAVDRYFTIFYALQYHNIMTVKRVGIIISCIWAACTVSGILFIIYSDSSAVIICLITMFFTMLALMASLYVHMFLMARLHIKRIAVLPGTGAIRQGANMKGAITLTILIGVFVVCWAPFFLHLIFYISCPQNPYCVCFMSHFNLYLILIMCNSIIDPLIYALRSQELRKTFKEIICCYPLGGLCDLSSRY
Vif imaging = inhibitors of HIV Vif; AID 602346; HEK293T cells, Vif self-association by quenched fluorescence, imaging, 24 h; inhibition, % at 7.49 µM; 0.35% of 340,000 active; in the data active = inhibition above about 50%, passing the limit was not always enough; inconclusive = no clear call, values can overlap the other calls; inactive = below about 31%; also: some results filed as inactive read as strong as hits
MC4R antagonist = human MC4R antagonism in cAMP assay; P32245; MC4R-expressing cells, MTII-stimulated cAMP, LANCE TR-FRET; inhibition, % at 6.5 µM; 0.48% of 360,000 active;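 active = inhibition above its plate's cutoff, the mean of tested wells on that plate plus 3 SD, cut at about 29% in these data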;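 also: 0% = Melanotan II alone and 100% = Melanotan II plus saturating MCL0020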
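Test system: U2OS cells stably expressing human melanocortin 4 receptor (MC4R); also added: Melanotan II challenge; compound: 6.5 µM single dose; timing: 30-min compound preincubation, 1-h Melanotan II challenge, 1-h detection, room temperature; signal: Eu-cAMP/anti-cAMP TR-FRET, emission 671 nm; repeats: one well per compound, no replicates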
m5-HT2A agonist = agonists of mouse serotonin 5-HT2A receptor (HTR2A) | P35363 | CHO-K1 mHTR2A beta-arrestin complementation, luminescence; percent of 30 µM serotonin response | activation, % at 7.6 µM | 0.66% of 360,000 active | AID 624169;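 active = activation above a run cutoff, the mean activation of all tested compounds plus 3 SD, cut at about 14% in these data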;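 also: 0% = plate median of compound wells and 100% = 30 µM serotonin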
H9c2 protect = protects H9c2 cardiomyocytes from peroxide injury; H2O2 injury protection, ATPLite, 2 h; protection from H2O2 cell death, % at 20 µM; 0.63% of 360,000 active; AID 588492;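 active = compounds giving at least 50% protection of heart cells from peroxide-induced death in the single-dose screen, raw or plate-pattern-corrected value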;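 also: 0% = DMSO wells with peroxide and 100% = DMSO wells without peroxide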
aDG glyco up = alpha-DG glycosylation activation; activation, % at 10 µM; 0.22% of 360,000 active; Pro5-aDG cells, alpha-DG glycosylation AlphaScreen (IIH6); 0% Pro5, 100% B10-LARGE cell signal;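 active = activation of at least 8% versus controls, or a plate z-score of at least 8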;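 also: Pro5 are CHO cells carrying HIG-tagged alpha-DG that lacks glycosylation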
ABCB6 inh MLPCN = blocks the human ABCB6 transporter; Q9NP58; K562-ABCB6 porphyrin accumulation, flow cytometry, 1 h; active compounds read low; fluorescence ratio to DMSO, % at 10 µM; 0.19% of 360,000 active;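 active = fluorescence ratio to DMSO below 75%, the collection mean minus 3 SD; inconclusive = too few cells collected in the well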;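 also: signal is porphyrin accumulated inside mitochondria; 100% equals median channel fluorescence of DMSO control wells; lower ratio means ABCB6 inhibition with less porphyrin fluorescence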
PDI turbidity = inhibitors of human protein disulfide isomerase | PDI insulin aggregation turbidity, A650, 90 min | inhibition, % at 10 µM | 0.052% of 350,000 active;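 active = mean inhibition across replicates of 30% or more, whatever share of single replicates reach that level; inconclusive = mean inhibition below 30% while every single replicate reaches 30%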;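 also: absorbance from insulin aggregation driven by PDI reduction with DTT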
Target sequence (P07237 whole entry, looked up): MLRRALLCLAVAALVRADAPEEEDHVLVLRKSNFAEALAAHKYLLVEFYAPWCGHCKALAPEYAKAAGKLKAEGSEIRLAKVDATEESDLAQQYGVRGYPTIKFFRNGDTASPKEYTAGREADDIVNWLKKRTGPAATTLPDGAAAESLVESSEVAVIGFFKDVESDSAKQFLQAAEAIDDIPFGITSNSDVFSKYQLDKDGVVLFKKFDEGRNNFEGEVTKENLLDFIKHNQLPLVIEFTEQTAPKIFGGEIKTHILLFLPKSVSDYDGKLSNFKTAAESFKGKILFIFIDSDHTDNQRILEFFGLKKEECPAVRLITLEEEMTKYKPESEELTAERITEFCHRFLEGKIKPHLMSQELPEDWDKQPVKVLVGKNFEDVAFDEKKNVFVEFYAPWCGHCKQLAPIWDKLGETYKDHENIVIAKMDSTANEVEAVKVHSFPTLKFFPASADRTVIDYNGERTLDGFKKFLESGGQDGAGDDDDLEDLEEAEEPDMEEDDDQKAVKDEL
N-glyco inh = N-linked glycosylation inhibition; D54 ERlucT glycosylation luciferase reporter, 24 h; percent of 100 nM tunicamycin response; reporter increase, % at 12.5 µM; 0.23% of 360,000 active; AID 588692;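 active = mean luciferase reporter signal, scaled so untreated is 0 and the glycosylation-blocking control 100, at or above a set limit in every replicate; inconclusive = mean reaches the limit but not every replicate does; inactive = mean below the limit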;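 also: luciferase carries N-glycosylation sites so blocking glycosylation raises the light; 0% = median of neutral control wells and 100% = median of 100 nM tunicamycin wells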
CaV13 FRET inh = Disruptors of the CACNA1D IQ motif to Ca2+-dependent inactivation inhibitor domain association, primary screening, Förster resonance energy transfer in intact living …. HEK cells, CFP/YFP FRET ICDI-IQ, plate reader, 10 min; percent FRET-ratio fall versus neutral wells. inhibition, % at 12.3 µM. 0.098% of 340,000 active. AID 743397;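 active = mean replicate inhibition of at least 30% and at least 1% of replicates passing that level; inconclusive = only one of the two criteria is met; inactive = neither criterion is met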;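 also: 0% = median of the neutral control wells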
An asterisk follows results filed as active; ? = inconclusive; · = no result given.

SMILES | MC4R ag barr | Vif imaging | MC4R antagonist | m5-HT2A agonist | H9c2 protect | aDG glyco up | ABCB6 inh MLPCN | PDI turbidity | N-glyco inh | CaV13 FRET inh
CN(C)Cc1c(C(=O)N/N=C/c2cccc(OCc3ccc(F)cc3)c2)nnn1-c1nonc1N | 0.4 | 8.5 | -2.0 | -3.5 | -13.0 | -0.1 | 97.0 | 10.1 | 1.5 | -2.9
O=c1[nH]ncn1-c1ccc(Br)cc1 | -3.5 | 2.6 | 10.9 | -1.5 | 1.6 | -0.1 | 101.0 | 9.4 | -0.1 | -2.1
Cc1cccc(N(C(=O)CCC(=O)Nc2nccs2)C(C(=O)NC(C)(C)C)c2ccc(O)cc2)c1 (stereo not drawn) | -1.7 | 0.9 | 2.5 | 4.9 | 1.6 | -0.3 | 105.0 | -6.5 | -2.9 | -2.3
OCC1CCCCN1C(=S)Nc1ccc(Cl)cc1Cl (stereo not drawn) | -4.5 | -19.5 | 4.2 | -0.7 | -5.1 | -0.2 | 92.0 | -0.2 | -0.8 | -4.2
O=c1[nH]c(=O)n2c(c1-c1ccccc1)OC(CBr)C2 (stereo not drawn) | -1.9 | -6.0 | 7.4 | 0.3 | 2.8 | -0.1 | 90.0 | -5.2 | 5.6 | -16.6
CCOC(=O)/C(C#N)=C(\N)C(C)C(=O)Nc1ccccn1 (stereo not drawn) | 0.1 | -2.4 | 8.8 | -0.7 | 4.3 | -0.2 | 102.0 | 10.0 | -0.6 | ·
Cc1cccc(NC(=S)NC2CCCCC2)n1 | -0.9 | -1.2 | 0.4 | -4.1 | -2.1 | 0.5 | 106.0 | 2.6 | 0.6 | -4.1
COc1ccc(CC2=C(O)c3ccccc3C(=O)C2=O)cc1 | -2.9 | -1.9 | 9.3 | -0.2 | -1.6 | 0.0 | 99.0 | -13.9 | 1.2 | -1.6
CC(Oc1ccccc1Cl)C(=O)N(Cc1ccco1)C1CCS(=O)(=O)C1 (stereo not drawn) | -2.3 | 1.9 | 1.1 | 3.5 | -3.7 | -0.2 | 97.0 | 6.4 | -1.0 | ·
Cc1ccc(NC(=O)Cn2c(O)c(N=NC(N)=S)c3ccccc32)cc1 | 5.9 | 66.0* | -12.6 | -2.1 | 1.8 | 0.0 | 96.0 | 3.8 | 9.8 | -18.5
COc1ccc(C(=O)NCCC2=CCCCC2)cc1 | -2.7 | -2.2 | 7.5 | -2.5 | 0.9 | -0.1 | 99.0 | -4.2 | -20.8 | -3.3
O=C(c1ccco1)N1CCN(c2nc3ccccc3c(=O)n2-c2ccccc2)CC1 | 1.2 | 12.4 | 4.1 | -0.6 | 9.3 | -0.2 | 101.0 | 3.1 | -1.3 | -2.9
O=C(CS(=O)(=O)Cc1ccccc1)N1CCN(Cc2ccc3c(c2)OCO3)CC1 | -1.5 | 1.9 | 3.3 | 3.4 | 1.2 | 0.1 | 99.0 | 7.3 | -3.4 | -4.6
CC(=O)Nc1cccc(/C(C)=N/NC(N)=S)c1 | -1.4 | -0.6 | 8.8 | -3.7 | 10.1 | 0.1 | 98.0 | 5.4 | 0.6 | -6.4
CC(=O)N1c2ccc(S(=O)(=O)NCCC(=O)NCc3ccc(F)cc3)cc2CC1C (stereo not drawn) | 0.1 | 5.3 | 1.9 | 1.0 | -0.5 | 0.2 | 107.0 | 10.5 | -0.1 | -14.9
CCNC(=S)N1CCC(Cc2ccccc2)CC1 | -2.0 | -8.7 | -0.3 | 3.1 | -5.4 | -0.4 | 86.0 | -5.1 | -2.1 | ·
CC(=O)NCCNC(=O)C1Cc2c(-c3cccc(NC(C)=O)c3)ccnc2O1 (stereo not drawn) | 0.9 | -3.5 | 0.9 | 0.4 | -2.1 | -0.2 | 94.0 | 10.1 | 2.3 | -3.9
CCOc1ccc(N(CC(=O)NCc2ccccc2)C(=O)CCC(=O)Nc2nccs2)cc1 | -0.9 | 2.2 | 5.8 | -6.1 | -0.7 | 0.1 | 89.0 | -6.7 | -0.2 | -3.6
Cc1ccc(/C=C/c2onc(C)c2S(=O)(=O)N2CCC(C(=O)N3CCN(C)CC3)CC2)cc1 | 0.9 | 4.8 | 5.5 | -4.5 | 2.8 | 0.4 | 108.0 | 6.4 | -0.4 | -5.6
CN(C)CCCOC(=O)c1ccc(Cl)cc1 | -0.5 | -6.1 | 10.9 | -7.8 | -7.6 | 0.0 | 91.0 | 4.6 | 2.7 | -4.3
O=C(/C=C/c1ccco1)NCCc1ccc(F)cc1 | -0.3 | 28.5 | -4.5 | 7.2 | -4.8 | -0.1 | 101.0 | 4.0 | -1.4 | -3.9
Cc1ccnc(N/C=C(\C#N)c2nc(-c3cccc(Br)c3)cs2)c1 | -1.3 | 91.1* | 3.6 | -5.0 | 9.9 | 0.2 | 220.0 | -7.0 | -1.9 | ·
C=C(C)[C@@H]1CCC2(C(=O)O)CC[C@]3(C)[C@H](CC[C@@H]4[C@@]5(C)CCC(=O)C(C)(C)[C@@H]5CC[C@]43C)[C@@H]12 (stereo partly drawn) | -1.1 | -2.7 | 9.8 | -9.0 | -6.4 | -0.1 | 96.0 | -2.0 | -0.7 | -3.6
FC(F)(F)c1nnc2ccc(Cl)nn12 | -2.2 | 12.7 | 1.5 | 11.8 | -0.2 | 0.1 | 95.0 | 1.9 | 0.4 | -0.5
CC(C)OC(=O)c1cn(-c2ccccc2)nc1-c1ccc2c(c1)OCCO2 | 0.1 | ? | 4.2 | -7.7 | 5.6 | -0.1 | 97.0 | -3.4 | -2.3 | -4.2
Cc1cc(NC(=O)c2ccc(Cl)cc2)ccc1NC(=O)c1ccccc1Cl | -0.5 | 1.2 | -7.2 | 0.3 | -5.6 | 0.3 | 96.0 | -0.3 | -0.9 | -3.1
Cc1ccc(C(=O)N2CCN(C34CC5CC(CC(C5)C3)C4)CC2)o1 | -2.9 | 6.1 | 3.0 | 3.0 | -7.2 | 0.0 | 89.0 | -5.1 | 6.6 | -5.3
Cc1ccc(-n2nc3cc(C)c(N)cc3n2)cc1 | 0.8 | -13.1 | 9.5 | 4.4 | -16.6 | 0.7 | 113.0 | 5.0 | -9.7 | -4.9
O=C(c1ccc(Cl)cc1[N+](=O)[O-])N1CCc2ccccc2C1 | 2.7 | -8.6 | 17.4 | -0.3 | 1.5 | 2.3 | 98.0 | -6.2 | 1.1 | -2.2
CCN1C(=O)[C@H]2[C@H]3CN=C(SC)N3[C@@](CC)(C(=O)OC)[C@H]2C1=O | 0.7 | -1.4 | 9.4 | 3.3 | -4.9 | -0.2 | 100.0 | -2.5 | 1.8 | -4.8
CCOc1ccc(N2C(=O)Nc3ccccc3C2(O)C(=O)NCc2ccc3c(c2)OCO3)cc1 (stereo not drawn) | -1.0 | 4.3 | 0.2 | -2.5 | 11.8 | -0.1 | 96.0 | 1.6 | 2.7 | -4.4
Cc1ccc(-c2nn(-c3ccc(F)cc3)cc2C(=O)N(C)CC(=O)Nc2ccc(N3CCOCC3)cc2)cc1 | -3.6 | -2.7 | 4.8 | 2.6 | 1.9 | -0.1 | 99.0 | 2.9 | 0.1 | -3.3
CCOc1ccc(N(CC(=O)Nc2ccc(C)c(C)c2)S(=O)(=O)c2c(C)noc2C)cc1 | 5.0 | -6.8 | 4.4 | 1.4 | -8.5 | 0.3 | 98.0 | 17.2 | -5.1 | 20.6
CN(C(=O)CSc1nc2cc(Cl)ccc2c(=O)n1Cc1ccco1)C1CCS(=O)(=O)C1 (stereo not drawn) | -0.8 | · | 19.3 | -2.1 | 13.8 | -0.2 | 94.0 | -0.6 | -0.7 | ·
CCCCCCCCNc1nc(Cl)nc(NCc2ccco2)n1 | 0.0 | 6.1 | -0.6 | 0.2 | -8.1 | -0.2 | 96.0 | 5.0 | 0.8 | -1.1
O=C(COC(=O)/C=C/c1ccc(F)cc1)Nc1ccccc1-c1ccccc1 | -0.1 | -1.3 | 7.2 | -1.6 | -5.1 | -0.3 | 101.0 | -10.8 | 0.4 | 1.9
Cc1noc(C)c1C(=O)N1CCC2(CC1)Oc1ccc(F)cc1C(=O)C21CC(c2ccc(Cl)cc2)=NO1 (stereo not drawn) | 0.2 | 18.2 | 25.0 | -3.6 | 1.8 | 0.2 | 90.0 | -2.8 | -5.8 | -7.0
Cc1nn(CC(=O)c2cccc(Cl)c2)c(C)c1[N+](=O)[O-] | -2.3 | 2.7 | 1.3 | -1.9 | -5.2 | 0.0 | 96.0 | 1.6 | 1.4 | 0.2
CN1CCN(S(=O)(=O)c2cc(Cl)c(Cl)cc2Cl)CC1 | 0.1 | 10.3 | 21.6 | -5.6 | -2.7 | -0.1 | 98.0 | 2.5 | 1.9 | -18.4
C[C@H](CO)N1C[C@H](C)[C@@H](CN(C)S(=O)(=O)c2ccc(F)cc2)Oc2ccc(NS(=O)(=O)c3ccccc3)cc2C1=O | -1.0 | 1.1 | 4.0 | 0.4 | 0.7 | 0.0 | 97.0 | 1.5 | -8.1 | -6.5
Cc1ccccc1NC(=O)Cn1nnc(S(=O)(=O)c2ccc(C(C)(C)C)cc2)c1N | -1.3 | 15.6 | -6.7 | 0.1 | 0.9 | 0.0 | 105.0 | · | -0.4 | -2.2
CCc1c(C)c(C#N)c2nc3ccccc3n2c1NCc1ccco1 | -0.9 | -8.7 | 11.4 | -5.5 | 14.7 | 0.0 | 113.0 | -7.0 | 0.0 | -1.0
COc1ccc2oc(C(=O)Nc3ccccc3N3CCOCC3)c(C)c2c1 | -0.5 | -13.0 | 0.5 | 0.8 | 1.5 | 0.0 | 86.0 | -6.3 | 2.0 | -2.3
CSc1ncccc1C(=O)OCC(=O)Nc1ccc(Cl)cn1 | 1.2 | 0.4 | 3.3 | -3.4 | 6.2 | -0.1 | 97.0 | 10.1 | 1.9 | -6.2
COc1cc(C(=O)Nc2sc(C(=O)N3CCOCC3)c(C)c2C#N)cc(OC)c1OC | -0.2 | 7.1 | 1.7 | 0.9 | -7.5 | 0.0 | 98.0 | -11.8 | 2.3 | ·
CC(=O)N1CCN=C1SCc1cccc(Cl)c1 | -1.7 | -0.3 | 6.3 | -1.9 | 6.0 | -0.1 | 93.0 | -9.8 | 1.7 | -16.3
COc1ccc(OCC(=O)NNC(=O)c2ccccc2OCc2c(C)noc2C)cc1 | 1.2 | 19.8 | -8.7 | -2.0 | -1.7 | 0.1 | 95.0 | 0.8 | 0.0 | -5.6
CCC(=O)N1CCN(c2ccc(NC(=S)NC(=O)c3cc4ccccc4o3)cc2)CC1 | -3.6 | 12.6 | 3.5 | -0.8 | -16.7 | 0.2 | 95.0 | -2.6 | -2.6 | -4.9

High-throughput results from PubChem.

An unsorted share of the library. Share with any hit: about 3.6%.
